Source: PubChem BioAssay (several laboratories)
PABP1 MLLE inh: inhibitors of microRNA-mediated deadenylation, human PABP1 MLLE binding. GST-MLLE / FITC-PAM2 fluorescence polarization. inhibition, % at 20 µM. P11940. 0.36% of 360,000 active; in the data active = inhibition above about 35%, passing the limit was not always enough;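 also: plate controls were DMSO wells with GST-MLLE for no effect and wells lacking GST-MLLE protein for full effect; some results filed as inactive read as strong as hits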
NRP1-CendR mod: alters CendR peptide binding to human NRP-1; O14786; FAM-RPARPAR peptide binding to NRP-1, fluorescence polarization; inhibition, % at 25 µM; 0.85% of 360,000 active;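 active = inhibition or corrected inhibition above about 18%, plus a signal ratio from 0.5 to 1.5, limit read from the data, passing the limit was not always enough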; also: strong numbers were not always called active
eLon inh: E. coli protease La inhibition | inhibition, % at 7.94 µM | purified E. coli Lon protease, fluorescence polarization | 0.42% of 360,000 active | P0A9M0; in the data active = inhibition above about 13%, passing the limit was not always enough;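 also: 0% = enzyme with probe and DMSO and 100% = no enzyme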
MsrA act: activators of bovine methionine sulfoxide reductase A | purified bovine MsrA, absorbance read-out | activation, % at 10.6 µM | 0.3% of 360,000 active; in the data active = activation above about 7.5%;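 also: 0% = vehicle and 100% = reference activator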
Rin1 Abl inh: blocks binding of human Rin1 to Abl; TR-FRET Rin1/Abl binding, biochemical; inhibition, % at 7.35 µM; 0.4% of 360,000 active; in the data active = inhibition above about 5%, passing the limit was not always enough
Target sequence (P00519 whole entry, looked up): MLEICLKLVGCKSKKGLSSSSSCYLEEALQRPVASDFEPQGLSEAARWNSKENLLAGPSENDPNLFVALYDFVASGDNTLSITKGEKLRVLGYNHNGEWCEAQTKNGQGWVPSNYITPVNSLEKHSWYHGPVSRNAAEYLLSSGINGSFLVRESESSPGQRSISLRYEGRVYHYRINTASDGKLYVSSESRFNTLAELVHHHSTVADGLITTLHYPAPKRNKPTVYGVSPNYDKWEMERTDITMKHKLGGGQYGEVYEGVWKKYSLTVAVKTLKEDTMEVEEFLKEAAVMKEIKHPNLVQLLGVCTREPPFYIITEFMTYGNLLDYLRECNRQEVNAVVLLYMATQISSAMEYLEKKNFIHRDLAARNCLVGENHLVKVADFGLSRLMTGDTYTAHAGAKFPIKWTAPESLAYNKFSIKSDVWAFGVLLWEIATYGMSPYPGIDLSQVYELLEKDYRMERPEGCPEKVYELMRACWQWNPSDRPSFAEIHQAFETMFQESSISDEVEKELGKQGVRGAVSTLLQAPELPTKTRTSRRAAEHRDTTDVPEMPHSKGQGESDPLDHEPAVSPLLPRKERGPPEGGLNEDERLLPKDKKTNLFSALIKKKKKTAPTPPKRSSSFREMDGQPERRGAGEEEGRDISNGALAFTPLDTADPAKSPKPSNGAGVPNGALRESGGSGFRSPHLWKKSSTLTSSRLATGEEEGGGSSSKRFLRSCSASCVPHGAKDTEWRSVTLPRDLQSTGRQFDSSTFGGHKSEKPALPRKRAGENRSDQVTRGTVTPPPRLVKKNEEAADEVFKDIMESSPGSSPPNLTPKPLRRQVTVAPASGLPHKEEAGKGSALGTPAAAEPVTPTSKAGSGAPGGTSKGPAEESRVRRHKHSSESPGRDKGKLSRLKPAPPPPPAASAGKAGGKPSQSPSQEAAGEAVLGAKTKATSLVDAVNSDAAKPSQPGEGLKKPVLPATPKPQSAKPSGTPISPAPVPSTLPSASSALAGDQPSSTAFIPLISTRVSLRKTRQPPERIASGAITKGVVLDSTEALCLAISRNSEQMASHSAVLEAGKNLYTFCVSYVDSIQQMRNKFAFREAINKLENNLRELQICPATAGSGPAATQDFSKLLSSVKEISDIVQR
Target sequence (Q13671 whole entry, looked up): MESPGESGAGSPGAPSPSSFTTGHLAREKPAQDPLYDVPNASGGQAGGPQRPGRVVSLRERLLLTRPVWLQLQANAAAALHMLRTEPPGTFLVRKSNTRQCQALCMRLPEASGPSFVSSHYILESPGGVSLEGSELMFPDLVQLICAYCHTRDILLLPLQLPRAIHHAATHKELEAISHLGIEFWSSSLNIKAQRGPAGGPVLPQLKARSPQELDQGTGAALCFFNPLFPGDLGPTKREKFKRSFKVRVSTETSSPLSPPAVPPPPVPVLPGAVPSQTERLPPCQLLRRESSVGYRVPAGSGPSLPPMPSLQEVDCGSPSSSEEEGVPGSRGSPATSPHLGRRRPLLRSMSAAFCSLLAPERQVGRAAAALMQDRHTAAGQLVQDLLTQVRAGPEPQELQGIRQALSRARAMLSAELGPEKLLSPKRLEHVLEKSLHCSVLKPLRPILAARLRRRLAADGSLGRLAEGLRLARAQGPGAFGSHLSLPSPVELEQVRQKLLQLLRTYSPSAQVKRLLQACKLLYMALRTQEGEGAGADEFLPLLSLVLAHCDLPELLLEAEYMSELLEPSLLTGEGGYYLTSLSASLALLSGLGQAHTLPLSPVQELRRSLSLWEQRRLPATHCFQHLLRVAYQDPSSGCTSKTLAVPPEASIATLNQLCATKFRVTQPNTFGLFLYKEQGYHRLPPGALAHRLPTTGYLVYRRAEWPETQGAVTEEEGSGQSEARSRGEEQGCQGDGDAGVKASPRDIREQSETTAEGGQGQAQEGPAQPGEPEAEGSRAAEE
Neddyl block: cullin neddylation inhibition | AID 651699 | P61081+Q13564 | calls only at 25 µM | TR-FRET cullin neddylation, biochemical | 0.58% of 360,000 active; in the data active = inhibition above about 36%
SKN-1 inh: blocks SKN-1 activity in C. elegans; AID 624304; 0.49% of 360,000 active; C. elegans VP596 Pgst-4::GFP/RFP ratio, acrylamide-induced, 24 h; inhibition, % at 21.8 µM;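 active = interference check ratio from 0.5 to 1.5 plus GFP to RFP signal ratio inhibition reaching or exceeding a fixed threshold, cut at about 30% in these data, passing the limit was not always enough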; also: some compounds called inactive have numbers as strong as hits
MT1-MMP act inh: inhibitors of human MT1-MMP activation; AID 651647; 0.061% of 360,000 active; GFP/RFP ratio change, % at 20 µM; P50281; HT1080 RFP-PRO-GFP cells, GFP/RFP ratio fluorescence, overnight; percent of plate control window, DMSO zero;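 active = GFP/RFP ratio change of at least 30% with cell ATP level not reduced by more than half and red fluorescence within 50% of control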; also: strong numbers were not always called active
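system = RFP-PRO-GFP reporter HT1080 cells | dosing = 20 µM single dose, 1% DMSO | timing = overnight cell settling, then overnight compound exposure, 37 °C, 5% CO2 | read-out basis = GFP/RFP fluorescence ratio | controls = DMSO and RFP-L50D-GFP cell wells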
FAS TE block: FAS thioesterase (human) inhibition. recombinant FAS-TE, OMFH fluorogenic substrate, fluorescence endpoint. P49327. inhibition, % at 15 µM. AID 602261. 0.67% of 360,000 active;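 active = compounds whose normalised, plate-corrected inhibition of enzyme fluorescence in the single-dose primary screen is 50% or more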;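 also: 0% = DMSO with enzyme and 100% = substrate without enzyme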
An asterisk follows results filed as active; i = inactive; x = not tested or not shown; + = active, no number.

Values run as follows: MsrA act, Neddyl block, eLon inh, MT1-MMP act inh, Rin1 Abl inh, FAS TE block, PABP1 MLLE inh, SKN-1 inh, NRP1-CendR mod
- CCCNC1CCS(=O)(=O)C1 (stereo not drawn)
→ -5, i, -4, 5, 2, -9, -5, 9, 2
- COc1ccc(S(=O)(=O)N2CCOCC2)cc1NC(=O)CC1CCCC1
→ -4, i, 2, 2, -1, -3, -7, 2, -7
- Cc1n[nH]c(=O)c2c(NC(=O)CSc3nc4ccccc4c(=O)n3CCCOC(C)C)oc(C)c12
→ -3, i, -3, 2, -1, -3, 1, -2, -1
- Cc1ccccc1CNC(=O)CN(c1ccccc1Cl)S(C)(=O)=O
→ -4, i, 7, 2, 0, -4, -6, -8, -1
- NC(=O)c1ccc(C(F)(F)F)n(Cc2cccc(Cl)c2)c1=O
→ 0, i, 4, 1, 0, 40, 3, 4, 5
- CCc1nnc(NC(=O)c2cc(-c3ccccn3)nc3ccccc23)s1
→ -4, i, 2, 3, 3, -3, -1, 0, 3
- CC(C)Oc1ccc(/C=C(/NC(=O)c2ccccc2)C(=O)NCCC(=O)O)cc1
→ -7, i, -11, 5, 3, -1, -3, -2, 2
- CCCCN(CCCC)CCNC(=O)CN1C(=O)CSc2ccc(S(=O)(=O)N3CCOCC3)cc21
→ -1, i, -6, 0, -2, -3, 0, -7, 2
- COc1ccc(N(CC(=O)NCc2cccnc2)S(=O)(=O)c2ccccc2)c(OC)c1
→ 13*, i, 1, -3, 0, -6, 8, 0, -6
- CC(OC(=O)c1cc(S(=O)(=O)N(C)c2ccccc2)ccc1Cl)C(=O)Nc1ccc2c(c1)OCCO2 (stereo not drawn)
→ -5, i, 3, -2, -1, 26, 1, 3, -1
- O=C(N1CCCC1)C(F)(F)Oc1ccc(F)cc1
→ -2, i, -4, -3, -2, -3, 15, 10, 19
- Cc1cc(C)n(S(=O)(=O)c2cc(Cl)ccc2Cl)n1
→ -2, i, 1, -2, -3, 7, 6, -21, 18
- O=C(NCCC1=CCCCC1)c1[nH]c(C(F)(F)F)nc1-c1ccccc1
→ -2, i, 4, -2, -2, -5, 2, 5, 1
- CCC(=O)Nc1cccc(C(=O)OC)c1
→ -3, i, 6, 0, -1, -7, -3, 9, 3
- CCn1c(=N)n(CC(O)COc2cccc(C)c2)c2ccccc21 (stereo not drawn)
→ 2, i, -2, -6, 2, -6, 3, 5, 10
- Cc1ccc(S(=O)(=O)N2CCOC2CNC(=O)C(=O)NCC(C)C)cc1 (stereo not drawn)
→ -8, i, 1, 1, -2, -7, -2, -5, 12
- O=C(COc1ccc(Br)cc1)NCCCNC(=O)c1ccncc1
→ -3, i, 4, -2, 3, -1, 8, 0, 15
- COc1ccc(-c2c(C#Cc3ccccc3)c3ccccc3n2C)cc1
→ -3, i, -15, 0, 0, 37, -23, -9, 5
- O=C(CCc1ccccc1)Nc1ccc(F)c([N+](=O)[O-])c1
→ -2, i, 10, 0, 0, 46, 0, -8, 4
- CCN1CCN(c2ccc(S(=O)(=O)N3CCOCC3)cc2NC(=O)COc2ccc(F)cc2Cl)CC1
→ -1, i, 10, -4, 4, 6, -7, 3, -13
- Cc1cccc(C(=O)Nc2ccc(C(=O)N/N=C/c3cccc(C)n3)cc2)c1
→ 1, i, 5, 7, -1, 1, 0, 18, 3
- CC(=O)N1CCn2c3ccc(C)cc3c3cccc1c32
→ 0, i, -3, -3, 4, 2, -3, 19, -8
- CCOC(=O)CCCSc1nc(-c2ccc3c(c2)OCO3)cc(C(F)(F)F)c1C#N
→ -3, i, -5, -1, 0, 21, 11, 6, 0
- COc1cccc(C2=NN(S(C)(=O)=O)C(c3cccs3)C2)c1 (stereo not drawn)
→ -1, i, -7, -1, 1, -1, -2, 72, 13
- CC(C)(C)c1ccc(-c2noc(CCC(=O)Nc3cccnc3)n2)cc1
→ -2, i, 5, -6, 2, -17, 12, 4, 5
- CCCN(CC(=O)Nc1ccccc1C)C(=O)CCCc1c[nH]c2ccccc12
→ -2, i, 5, -4, 0, 2, -7, -20, 1
- Cc1cc(C)nc(SCc2nnc(SCC(N)=O)o2)n1
→ -3, i, 0, -1, 2, -6, -10, -8, -5
- Oc1ccc(/C=N/Nc2ncc(Cl)cc2Cl)cc1
→ -1, i, -4, 3, -4, -2, -3, -15, -13
- COc1c2ccccc2nc2ccccc12
→ -2, x, -5, 6, -3, -3, -2, 10, 5
- O=C1/C(=C\c2ccco2)SC(=S)N1C1CCS(=O)(=O)C1 (stereo not drawn)
→ -4, i, 3, 7, -2, 3, 18, 9, -26
- COc1ccc(NC2c3ncccc3C(=O)N2Cc2cccs2)cc1 (stereo not drawn)
→ -7, i, -7, -5, 0, -3, 9, 4, -2
- COc1cccc(C(c2nnnn2CC2CCCO2)N2CCN(C(=O)c3ccco3)CC2)c1OC (stereo not drawn)
→ -4, i, 5, 4, 2, -4, 14, 21, 3
- Cc1[nH]nc2ncc(C(=O)c3ccccc3O)cc12
→ -2, i, -2, -7, -7, 6, -10, -5, -3
- Cc1nn(CC(=O)NCC(C)c2ccccc2)c(=O)c2cc(-c3ccccc3)nn12 (stereo not drawn)
→ -3, i, 6, -2, 1, -1, 8, 3, -1
- O=S(=O)(Cc1ccccc1)N1CCN(Cc2ccc(F)cc2Cl)CC1
→ -7, i, 11, 3, -3, 1, 4, -9, 4
- CCC(C)[C@H](NC(=O)N1CCn2c1nc1ccccc12)C(=O)NCC1CCCO1 (stereo partly drawn)
→ -8, i, -2, -2, 0, -2, -4, 21, -7
- O=C(N/N=C/c1ccccc1O)C(=O)Nc1ccccn1
→ -5, i, 3, 1, -5, -3, -1, -7, 10
- FC(F)(F)c1cccc(OCCOCCn2cncn2)c1
→ -13, i, -10, -2, 3, -9, 4, -4, 18
- Cc1cccc(C(C)C)c1NC(=O)c1cccnc1
→ -4, i, -1, 1, 1, -6, -8, 1, 2
- CCCCNC(=O)c1nc(C2CCN(S(=O)(=O)c3cccc(C(F)(F)F)c3)CC2)oc1-c1ccccc1
→ -3, i, -15, -5, -1, 20, 1, 3, 9
- Cc1c(NC(=O)CN2C(=O)c3ccccc3C2=O)c(=O)n(-c2ccccc2)n1C
→ 2, i, 0, 1, 2, -7, 7, -3, 10
- Cc1nc2sccn2c(=O)c1S(=O)(=O)NCc1ccccc1
→ -1, i, 1, 3, -3, -2, -9, 8, 4
- CSCC[C@H](N)C(=O)N1CCC(C(=O)N[C@H](C(=O)NCc2ccccc2F)C(C)C)CC1
→ -2, i, 6, -6, -1, -4, 7, 22, -7
- COc1ccc(Cc2nc(-c3ccc(Br)cc3)no2)cc1
→ -10, i, -11, -1, 0, 37, 2, 16, -2
- COc1cc2c(cc1OC)C1(CCCC1)CNC2c1cccc([N+](=O)[O-])c1 (stereo not drawn)
→ -7, i, -19, -4, 4, 9, 17, 4, -2
- Cc1c(NC(=O)C(C)OC(=O)c2cccc([N+](=O)[O-])c2)c(=O)n(-c2ccccc2)n1C (stereo not drawn)
→ -4, i, -3, -1, -4, -2, -1, -7, 8
- CC(=O)Nc1ccc(S(=O)(=O)N(C)CC(=O)Nc2ccc(Br)cc2F)cc1
→ -8, i, 2, 7, 0, 0, 21, 4, -2
- Cc1c(NC(=O)C(C)OC(=O)CNC(=O)c2ccc(C(C)(C)C)cc2)c(=O)n(-c2ccccc2)n1C (stereo not drawn)
→ -3, i, -10, 3, 3, -6, -19, -5, 1
- CCCCn1c(SCC(=O)N2CCCC2)nc2c1c(=O)n(C)c(=O)n2C
→ -6, i, 0, 8, 4, -12, -6, 3, 8
- COc1ccc(NC(=O)CSc2nnc3ccc(-c4cccnc4)nn23)cc1
→ -3, i, -3, -3, -4, -4, -21, -2, 1
- COc1ccccc1CCCNC(=O)C1CCC(=O)N(CCc2ccc(Cl)cc2)C1 (stereo not drawn)
→ -7, i, 0, 1, -1, 4, -6, 3, 1
- NCC(=O)Nc1ccc(Cl)cc1C(=O)c1ccc[nH]1
→ -12, i, 7, x, 1, -2, 2, -15, 6
- CC(C)OCC(O)CN1CCNCC1 (stereo not drawn)
→ -6, i, 0, 2, 0, -7, -10, -21, -4
- COc1ccc(C(=O)NCCc2ccccc2)cc1OC
→ -3, i, 2, 1, -1, -1, -9, 0, -1
- Cc1ccc(C(=O)O/N=C(\N)Cc2ccc([N+](=O)[O-])cc2)c(Cl)c1
→ -3, i, 9, 2, 3, 24, -3, -2, 7
- COCC(=O)N/N=C/c1ccc(Sc2nc3ccccc3s2)o1
→ -1, i, 7, -20, -3, -5, -1, 18, 2
- CC(C)CC(=O)NC(=S)Nc1ccc(S(=O)(=O)Nc2nccs2)cc1
→ -2, i, -6, -3, -3, -15, 26, 8, -2
- Cc1noc(C)c1COC(=O)c1ccc(F)c(S(=O)(=O)N2CCOCC2)c1
→ -4, i, -7, 5, 2, -1, 9, 8, -12
- O=C(CSc1ncnc2c1oc1ccccc12)Nc1cccc(Cl)c1
→ 0, i, 6, 2, -164, 2, -5, 6, -10
- O=C1CCC(C(=O)N2CCCC(C(=O)c3ccc4c5c(cccc35)CC4)C2)=NN1 (stereo not drawn)
→ -4, +, -3, 0, 1, -2, -16, 10, -9

Laid out differently: 3 of the compounds above
Structure	MsrA act	Neddyl block	eLon inh	MT1-MMP act inh	Rin1 Abl inh	FAS TE block	PABP1 MLLE inh	SKN-1 inh	NRP1-CendR mod
FC(F)(F)c1cccc(OCCOCCn2cncn2)c1	-13	i	-10	-2	3	-9	4	-4	18
Cc1cccc(C(C)C)c1NC(=O)c1cccnc1	-4	i	-1	1	1	-6	-8	1	2
CCCCNC(=O)c1nc(C2CCN(S(=O)(=O)c3cccc(C(F)(F)F)c3)CC2)oc1-c1ccccc1	-3	i	-15	-5	-1	20	1	3	9

Remaining list, next part:
Values run as follows: MsrA act, Neddyl block, eLon inh, MT1-MMP act inh, Rin1 Abl inh, FAS TE block, PABP1 MLLE inh, SKN-1 inh, NRP1-CendR mod
- O=C(N/N=C/c1cccs1)c1cncc(Br)c1
→ -1, i, -1, 3, 0, -4, -10, 2, 0
- COC(=O)c1cc(C(=O)OCC(=O)NC2CCCC2)cc([N+](=O)[O-])c1
→ -2, i, -5, 0, -5, 61*, 16, 8, 6
- CCC(CC)C(=O)N1CCN(Cc2ccc3c(c2)OCO3)CC1
→ 0, i, -7, x, 1, -3, -4, 3, 4
- O=c1c2ccccc2[nH]c(=S)n1-c1cccc(S(=O)(=O)N2CCCC2)c1
→ -5, i, -11, 1, 2, 4, -29, 7, 1
- CCc1cc(Cn2nc(-c3ccccc3)cc2C(=O)NCc2ccc(C)cc2)on1
→ 0, i, -3, 1, 5, 32, 8, -15, -2
- CCOC(=O)C1CCN(c2c(NCc3ccc(C(=O)NCCOC)cc3)c(=O)c2=O)CC1
→ -4, i, -6, -3, 1, -7, -1, 11, -8
- COc1cccc(C(C(=O)NC(C)(C)C)N(CC(C)C)C(=O)CCC(=O)Nc2cc(C)on2)c1OC (stereo not drawn)
→ -2, i, 6, 1, 2, -6, 7, 3, 18
- CCN(CC)C(=O)CSc1nnc(-c2ccncc2)n1N
→ -8, i, 4, 2, 7, -8, 0, -10, -12
- O=C(Nc1nccs1)c1ccc(Cl)c(S(=O)(=O)N2CCOCC2)c1
→ -3, i, -2, 1, 1, -7, -5, 1, -6
- CC(Sc1ccccc1)C(=O)N1CCN(S(=O)(=O)c2ccc(Cl)cc2)CC1 (stereo not drawn)
→ -2, i, -10, 1, 0, 17, 8, 14, 13
- CN(CCNC(=O)c1ccc(/C=N/O)nc1)Cc1ccccc1
→ -1, i, 10, 0, -2, -7, -5, 6, -8
- Nc1ccn([C@@H]2O[C@H](CO)[C@@H](O)C2O)c(=O)n1 (stereo partly drawn)
→ -2, i, -2, -10, 0, -7, 2, -6, -7
- CC(=O)Nc1ccc(OCC(=O)NC(C)C(C)C)cc1 (stereo not drawn)
→ -3, i, -4, 4, 0, -6, -8, 11, 0
- CCOc1ccc2nc(N/C(N)=N/S(=O)(=O)c3ccc(C)cc3)nc(C)c2c1
→ -7, i, 2, -5, 0, -12, 13, -1, -8
- CC(C)c1ccc(Nc2nnc(SC3CCOC3=O)s2)cc1 (stereo not drawn)
→ -2, i, -2, -1, -1, 9, -38, 0, -2
